N370S GC – inhibitors or activators of N370S glucocerebrosidase for Gaucher disease; N370S GC spleen homogenate, 4MU-glucoside fluorescence; Potency, µM (highest dose often 59.4 µM), for inactives: top-dose activity change, negative = inhibition, most hits filed as inhibitors; hit rate 0.092% among 330,000; AID 2101;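 note: 0% = full enzyme activity and -100% = no enzyme basal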
TDP1 block – blocks human tyrosyl-DNA phosphodiesterase 1; Q9NUW8; recombinant TDP1, AlphaScreen DNA substrate cleavage; Potency, µM (highest dose often 130 µM), for the others: at the top dose activity change, negative = inhibition, actives largely listed as inhibitors; hit rate 0.28% among 350,000; AID 485290; note: nearly all actives have a fitted effect of over 40% in size
Target sequence (Q9NUW8 whole entry, looked up): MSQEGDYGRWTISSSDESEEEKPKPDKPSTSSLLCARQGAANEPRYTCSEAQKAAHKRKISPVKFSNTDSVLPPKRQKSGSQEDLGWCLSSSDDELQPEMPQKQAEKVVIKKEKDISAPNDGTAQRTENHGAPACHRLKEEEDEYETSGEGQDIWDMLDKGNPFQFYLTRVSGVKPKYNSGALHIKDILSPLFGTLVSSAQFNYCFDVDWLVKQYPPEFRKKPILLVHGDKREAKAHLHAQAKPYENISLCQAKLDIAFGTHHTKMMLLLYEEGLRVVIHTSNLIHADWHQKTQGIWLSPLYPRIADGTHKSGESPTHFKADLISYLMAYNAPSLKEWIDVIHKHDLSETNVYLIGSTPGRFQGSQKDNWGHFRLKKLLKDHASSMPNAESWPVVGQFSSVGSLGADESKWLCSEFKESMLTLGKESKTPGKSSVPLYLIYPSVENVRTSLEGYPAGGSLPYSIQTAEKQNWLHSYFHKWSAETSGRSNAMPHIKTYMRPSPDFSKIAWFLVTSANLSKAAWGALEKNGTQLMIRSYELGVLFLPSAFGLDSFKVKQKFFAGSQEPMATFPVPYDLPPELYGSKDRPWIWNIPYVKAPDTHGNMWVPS
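Recombinant E. coli-expressed Tdp1 (1 nM) preincubated with compound 15 min at RT, then 5'-biotin/3'-phosphotyrosine-FITC DNA substrate (15 nM) added for 5 min. AlphaScreen beads (10 ug/ml) added, 10 min RT; tyrosine-FITC cleavage read as signal loss.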
DT40 TDP1 no CPT – qHTS for Inhibitors of human tyrosyl-DNA phosphodiesterase 1 (TDP1): qHTS in cells in absence of CPT | Potency, µM (series often up to 46.2 µM), for the others: at the highest dose activity change, negative = growth inhibition, actives largely listed as inhibitors | hit rate 15% among 420,000 | AID 686978, 2013 | DT40 Tdp1-/- hTDP1 cells, no CPT, ATP luminescence, 48 h; note: nearly all actives have a fitted effect of over 55% in size
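Growth of hTDP1-complemented DT40 Tdp1-knockout cells is measured by ATP luminescence after at least 48 hr compound exposure at 37 °C, with DMSO substituting for the 20 nM CPT used in the parallel screen.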
Numbers without * were called inactive; ? = inconclusive; . = no result given; & = joins results of further samples. Calls come from the whole dose curve; as a rule, active = well fitted curve in the direction sought with a large enough effect; inconclusive = small, poorly fitted or top-dose-only effect, or another doubt; inactive = no such curve, though single readings can be large; an effect the other way counts as inactive or inconclusive. Unless noted, % is set by controls: 0 for no effect and ±100 for the full control effect; potency is the fitted concentration of half-maximal effect. These rows are one share of the data; rates above refer to the full screens.

SMILES	N370S GC	TDP1 block	DT40 TDP1 no CPT
COc1ccc(/C(C)=N/Nc2nc3ccccc3n3cnnc23)cc1OC	?	2%	21µM*
CCOc1ccc(S(=O)(=O)Nc2ccc(S(=O)(=O)Nc3cc(OC)ccc3OC)cc2)cc1	13%	6%	-2%
O=C(c1ccccc1Cl)N1CCCCC1CCN1CCCCC1 (stereo not drawn)	.	7%	-6%
O=C(C(c1ccccc1)c1ccccc1)N1CCOCC1	5%	-2%	4%
CC(NC(=O)/C(=C\c1cccc([N+](=O)[O-])c1)NC(=O)c1ccco1)C(=O)O (stereo not drawn)	14%	6%	1%
COc1cccc(-c2nc(CS(=O)CC(=O)NCCc3ccc(C)cc3)c(C)o2)c1 (stereo not drawn)	-4%	9%	2%
C=CCOn1c(=O)c(-c2ccc(Cl)cc2)[n+]([O-])c2ccccc21	-6%	.	3%
CCOC(=O)c1cc2c(=O)n3cccc(C)c3nc2n(Cc2ccccc2Cl)c1=N	-5%	0%	.
CCCCCCSc1cc(-c2nc3ccc(Cl)cn3c2NC2CCCCC2)ccc1OC	-13%	-6%	16µM*
O=C(O)c1ccccc1C(=O)NCCCn1ccnc1	-2%	.	7%
CC1=C(C(=O)OCc2ccccc2)C(c2ccc(C#N)cc2)NC(=O)N1CCCC(=O)O (stereo not drawn)	10%	-1%	-1%
CCN(Cc1nc(-c2ccc(Cl)cc2)no1)CC1CCCO1 (stereo not drawn)	-16%	0%	?
COc1ccc(-c2oc3c(OC)c(OC)c(OC)c(O)c3c(=O)c2OC)cc1OC	-3%	1%	21µM*
COc1ccc(-n2nc(C(=O)NCC(=O)NCCCN3CC(C)CC(C)C3)c3ccccc3c2=O)cc1 (stereo not drawn)	-15%	0%	-18%
CS(=O)(=O)N(CC(=O)Nc1ccc(Br)cc1)C1CCCCC1	5%	.	23µM*
COc1ccc(-c2csc(NC(=O)CCn3cnc4ccccc4c3=O)n2)cc1OC	7%	3%	18µM*
CC(C)OCCCNC(=O)C1CC(=O)N(CCc2ccc(F)cc2)C1 (stereo not drawn)	-1%	.	-11%
O=C(O)CCn1c(C2CCCCC2)nc2ccccc21	3%	-5%	6%
CCn1c(SCC(=O)Nc2ccc(OC)c(OC)c2)nnc1-c1cnccn1	-2%	2%	16%
COc1cc(/C=C/C(=O)Nc2nnc(C(C)(C)C)s2)cc(OC)c1OC	-25%	3%	?
Cc1ccc2c(c1)c1c3n2CCN(CC#N)C3CCC1 (stereo not drawn)	-3%	.	-22%
COc1ccccc1C1C(C(=O)N2CCCCC2)=C(C)Nc2nc3ccccc3n21 (stereo not drawn)	.	0%	3%
Cn1ncc2c(Nc3ccc(Cl)cc3)ncnc21	-19%	0%	?
O=C(N[C@@H](Cc1ccccc1)C(=O)N1CCC2(CC1)NCCc1[nH]cnc12)c1cccc(Br)c1	-11%	5%	6.5µM*
O=C(C[n+]1cc(-c2ccc(Br)cc2)n2c1CCCCC2)c1ccccc1	-10%	5%	16µM*
CO[C@H]1[C@@H]2C=CO[C@@H](O[C@H]3O[C@@H](CO)[C@H](O)[C@@H](O)[C@@H]3O)[C@@H]2[C@@]2(CO)O[C@@H]12	.	0%	-9%
O=C(COC(=O)c1ccc(S(=O)(=O)NCc2ccco2)cc1)NCCC1=CCCCC1	0%	-8%	-1%
COc1cc(S(=O)(=O)N2CCN3CCCC3C2)ccc1-n1cnnn1 (stereo not drawn)	7%	0%	-1%
CCCCC(CC)CNS(=O)(=O)c1ccc2c(c1)CCN2C(=O)CCC(=O)O (stereo not drawn)	21%	-1%	2%
Cc1ccccc1CS(=O)(=O)c1nnc([C@H](Cc2ccccc2)NC(=O)OC(C)(C)C)o1	9%	4%	2.1µM*
Cc1ccc(OCCC(=O)OCC(=O)c2c(N)n(C)c(=O)n(C)c2=O)cc1	-3%	2%	-13%
CCCCn1c(=O)c(-c2ccccc2)c(O)c2ccccc21	2%	2%	-2%
CCCCn1c(=O)c2c(O)cc(=O)oc2c2ccccc21	2%	-2%	?
Cc1cc(Br)ccc1NC(=O)c1coc(=O)c2ccccc12	.	2%	0%
CCN(CC(=O)Nc1ccc(OC)cc1)C(=O)C1CCN(C(=O)c2ccc(Cl)cc2)CC1	.	1%	6%
CCOC(=O)c1[nH]c2c(c1C)C(=O)CC(c1ccc(OC)c(OC)c1)C2 (stereo not drawn)	6%	-7%	-34%
CN(C(=O)c1ccc(S(=O)(=O)c2cccc(Cl)c2)c([N+](=O)[O-])c1)C1CCCCC1	0%	0%	5.2µM*
COC(=O)[C@@]1(Cc2ccc(F)cc2)[C@H]2c3cc(C(=O)N(C)C)n(CCc4ccc(OC)c(Br)c4)c3C[C@H]2CN1C(=O)c1ccccc1	?	3%&12%	9.2µM*
CNc1ccc(C(=O)OCC(=O)NCc2ccc3c(c2)OCO3)cc1[N+](=O)[O-]	.	-1%	?
COc1cccc(-n2ccnc2SCC(=O)Nc2c(C)cc(C)cc2C)c1	.	10%	?
COc1cccc(NC(=O)CN(C)CC(=O)Nc2ccc3c(c2)CCC3)c1	-8%	4%	-4%
CC1CCN(C(=O)CN(c2ccc(Cl)c(C(F)(F)F)c2)S(C)(=O)=O)CC1	4%	3%	?
N#CC(c1cccc(C(F)(F)F)c1)(c1ncc(C(F)(F)F)cc1Cl)N1CCOCC1 (stereo not drawn)	15%	3%	-23%
CC(=O)c1ccc(OCCNS(=O)(=O)c2ccc(-n3cnnn3)cc2)cc1	-2%	2%	-20%
Cc1cc(NC(=O)CSc2nc3ccccc3c(=O)n2Cc2ccc(F)cc2)no1	7%	4%	-10%
COc1ccc(S(=O)(=O)N2CCOCC2)cc1NC(=O)COC(=O)CC1CC2CCC1C2 (stereo not drawn)	.	2%	-6%
CCc1ccc(NC(=O)Cn2ncc3c4ccccc4n(C)c3c2=O)cc1	0%	0%&3%	?
COc1ccc(-c2nnc(CSc3nc4ccccc4c(=O)n3C)o2)cc1OC	7%	1%	21µM*
COc1ccccc1/C=C/CN1CCCC(CCC(=O)NCc2ccccc2F)C1 (stereo not drawn)	-5%	-1%	21µM*
C=CC[C@@H](CC(=O)N(CCO)Cc1ccccc1)C(=O)N[C@@H](COC(=O)[C@@H](CC=C)Cc1ccc(F)cc1)Cc1ccccc1	.	0%	21µM*
Following part.
SMILES	N370S GC	TDP1 block	DT40 TDP1 no CPT
C#CCOCCOCCOCCNc1nc(N2CCN(C(=O)[C@H](CCC(=O)O)n3cc([C@@H](N)[C@H](C)CC)nn3)CC2)nc(N2CCN(C(=O)[C@H](CCCCN)n3cc([C@@H](N)CC(N)=O)nn3)CC2)n1	.	1%	5%
CC(C)(C)CC(C)(C)NC(=S)NC1CCN(Cc2ccccc2)CC1	30%	-8%	4.6µM*
CCCCN(C)C(=O)C1CCN(Cc2cccnc2)CC1	6%	6%	10%
CCOC(=O)C1=C(O)C(Nc2nccs2)(C(F)(F)F)N=C1C (stereo not drawn)	-17%	6%	1%
COc1ccc(S(=O)(=O)N2CCN(C(=O)CCC3CCCC3)CC2)cc1	-5%	2%	?
COC(=O)c1ccc(/C=C/C(=O)O)cc1	-4%	4%	-8%
O=C(NCc1ccccc1Cl)C1=CC=CN2CCS(=O)(=O)N=C12	.	1%	20%
CN1C(=O)NC(NS(=O)(=O)c2ccc(N)cc2)(C(F)(F)F)C1=O (stereo not drawn)	20%	0%	0%
COc1ccccc1N1C(=S)N=C(Nc2c(C)cccc2C)C12CCCC2	11%	6%	-25%
COc1ccc(C(=O)Nc2ccc(C(=O)OCC(=O)c3cccc4ccccc34)cc2)cc1	9%	0%	-18%
NC(=S)c1ccc(C(N)=S)o1	-8%	-7%	-1%
COc1ccc(-c2cn3cccnc3n2)cc1NC(=O)Nc1cc(C)ccc1C	-27%	.	?
O=C(O)C1Sc2[nH]c(=O)sc2C2c3cc(Br)ccc3OC(=O)C12 (stereo not drawn)	1%	3%	2%
COc1ccc(CCNC(=O)c2cc(-c3ccc(C)c(C)c3)nc3ccccc23)cc1OC	.	5%	-81%
Cc1cc(=O)n2nc(N3CCCC3C(=O)NCCCN3CC(C)CC(C)C3)sc2n1 (stereo not drawn)	-10%	4%	-7%
CC12CN(NC(=O)c3ccccc3F)C3(C#N)CC1CCC23C (stereo not drawn)	-2%	-5%	1%
CC1CC1c1ccc(/C=C(\C#N)C(=O)Nc2ccc(Cl)cc2Cl)o1 (stereo not drawn)	9%	0%	?
Oc1ccc(Br)cc1C=Nc1ccc2[nH]ncc2c1	0%	-3%	?
CCOc1ccc(-c2n[nH]c3c2C(c2cccs2)N(c2ccc(Br)cc2)C3=O)cc1 (stereo not drawn)	.	2%	?
COC(=O)c1ccc(S(=O)(=O)c2ccc(C(=O)OC)s2)s1	3%	2%	0%

Taken from the entries so far for reference:
SMILES	N370S GC	TDP1 block	DT40 TDP1 no CPT
C=CC[C@@H](CC(=O)N(CCO)Cc1ccccc1)C(=O)N[C@@H](COC(=O)[C@@H](CC=C)Cc1ccc(F)cc1)Cc1ccccc1	.	0%	21µM*
C#CCOCCOCCOCCNc1nc(N2CCN(C(=O)[C@H](CCC(=O)O)n3cc([C@@H](N)[C@H](C)CC)nn3)CC2)nc(N2CCN(C(=O)[C@H](CCCCN)n3cc([C@@H](N)CC(N)=O)nn3)CC2)n1	.	1%	5%
CC(C)(C)CC(C)(C)NC(=S)NC1CCN(Cc2ccccc2)CC1	30%	-8%	4.6µM*
CCCCN(C)C(=O)C1CCN(Cc2cccnc2)CC1	6%	6%	10%
CCOC(=O)C1=C(O)C(Nc2nccs2)(C(F)(F)F)N=C1C (stereo not drawn)	-17%	6%	1%
COc1ccc(S(=O)(=O)N2CCN(C(=O)CCC3CCCC3)CC2)cc1	-5%	2%	?
COC(=O)c1ccc(/C=C/C(=O)O)cc1	-4%	4%	-8%
O=C(NCc1ccccc1Cl)C1=CC=CN2CCS(=O)(=O)N=C12	.	1%	20%
CN1C(=O)NC(NS(=O)(=O)c2ccc(N)cc2)(C(F)(F)F)C1=O (stereo not drawn)	20%	0%	0%
COc1ccccc1N1C(=S)N=C(Nc2c(C)cccc2C)C12CCCC2	11%	6%	-25%
COc1ccc(C(=O)Nc2ccc(C(=O)OCC(=O)c3cccc4ccccc34)cc2)cc1	9%	0%	-18%
NC(=S)c1ccc(C(N)=S)o1	-8%	-7%	-1%
COc1ccc(-c2cn3cccnc3n2)cc1NC(=O)Nc1cc(C)ccc1C	-27%	.	?
O=C(O)C1Sc2[nH]c(=O)sc2C2c3cc(Br)ccc3OC(=O)C12 (stereo not drawn)	1%	3%	2%
COc1ccc(CCNC(=O)c2cc(-c3ccc(C)c(C)c3)nc3ccccc23)cc1OC	.	5%	-81%
Cc1cc(=O)n2nc(N3CCCC3C(=O)NCCCN3CC(C)CC(C)C3)sc2n1 (stereo not drawn)	-10%	4%	-7%
CC12CN(NC(=O)c3ccccc3F)C3(C#N)CC1CCC23C (stereo not drawn)	-2%	-5%	1%
CC1CC1c1ccc(/C=C(\C#N)C(=O)Nc2ccc(Cl)cc2Cl)o1 (stereo not drawn)	9%	0%	?
Oc1ccc(Br)cc1C=Nc1ccc2[nH]ncc2c1	0%	-3%	?
CCOc1ccc(-c2n[nH]c3c2C(c2cccs2)N(c2ccc(Br)cc2)C3=O)cc1 (stereo not drawn)	.	2%	?
COC(=O)c1ccc(S(=O)(=O)c2ccc(C(=O)OC)s2)s1	3%	2%	0%

New compounds follow:
SMILES	N370S GC	TDP1 block	DT40 TDP1 no CPT
COc1ccc(NC(=O)c2nn(C)cc2[N+](=O)[O-])cc1	-3%	-1%	-2%
CCN(CC)c1ccc(NC(=O)c2cc(OC)cc(OC)c2)c(C)c1	-3%	7%	1.3µM*
CCOC(=O)c1sc(NC(=O)CCC(=O)O)nc1C	2%	0%	-12%
O=c1ncn(-c2ccccc2F)c2ncccc12	12%	0%	2%
Cc1cc(NC(=O)CN2C(=O)c3ccccc3S2(=O)=O)no1	3%	1%	19%
